ATXN viability = viability counter-screen for ATXN expression inhibitors | S2 cells (HEK-293 line with an ATXN2-luciferase reporter) viability, CellTiter-Fluor protease fluorescence, 24 h | Potency, µM (top dose mostly 56.7 µM), actives largely listed as cytotoxic | 0.49% of 400,000 active; also: potency is read from the fitted curve at half-maximal effect; nearly all actives have a fitted effect of over 40% in size
SW480 rereplic = inducers of DNA re-replication in SW480 colon cancer cells | SW480 DNA re-replication, Hoechst DNA content imaging, 48 h | Potency, µM (highest dose often 46.1 µM), without a hit: at the highest dose re-replication activation, actives largely listed as activators | 1.8% of 340,000 active; also: potency is read from the fitted curve at half-maximal effect; % of control where 0% means no effect; nearly all actives have a fitted effect of over 55% in size
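Cells (250 per well) received 23 nL compound or DMSO by pin tool and were kept 48 hr at 37 C, 5% CO2. Nuclei were then stained with Hoechst for 40 min and scanned for DNA content.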
IL1B secr inh = inhibitors of inflammasome signaling (IL-1 beta secretion); THP-1 LPS/ATP IL-1B secretion, AlphaLISA, 16 h; active compounds read low; activity change, % at 57.5 µM; 4.7% of 360,000 active; AID 743279; in the data active = activity change below about -50%; inconclusive = mostly about -30% to -49%; also: % is scaled to controls: 0 for no effect and ±100 for the full control effect
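Secreted IL-1B measured by AlphaLISA bead assay after 16 h compound exposure of THP-1 cells; compounds (final up to 57.5 uM) added 1 h before LPS (250 ng/mL) and ATP (1.25 mM) stimulation; lower signal means less secretion.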
HT1080 IDH1KD tx = kills HT-1080 cells with IDH1 knockdown. Potency, µM (highest dose often 46.1 µM), for the others: at the highest dose activity, negative = toxicity, usual class: cytotoxic. HT-1080 IDH1 knockdown viability, ATP luminescence, 48 h. 2% of 360,000 active;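 also: potency is read from the fitted curve at half-maximal effect; 0% = DMSO wells and -100% = cell-free medium wells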
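Luminescent ATP read-out (CellTiter-Glo, 10 min at room temperature) after 48 h compound exposure at 37 °C gave viability of IDH1-knockdown HT-1080 cells. Activity was normalised to DMSO and cell-free wells, then fitted as concentration-response curves.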
KB-3-1 tox = KB-3-1 parental cell cytotoxicity | KB-3-1 viability, CellTiter-Glo ATP luminescence, 72 h | Potency, µM (top dose mostly 46.1 µM), for inactives: top-dose activity change, negative = cytotoxic, usual class: cytotoxic | 1.4% of 400,000 active; also: potency is read from the fitted curve at half-maximal effect; % is scaled to controls: 0 for no effect and ±100 for the full control effect; nearly all actives have a fitted effect of over 60% in size
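72 h, 37 °C compound treatment of KB-3-1 parental cells; CellTiter-Glo added, 10 min, luminescence read. Data corrected against DMSO-only plates and normalized before curve fitting.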
MCF10A rereplic = inducers of DNA re-replication in MCF 10A breast cells | MCF 10A DNA re-replication, Hoechst nuclear intensity, 48 h | Potency, µM (series often up to 46.1 µM), inactives show at the highest dose activity, positive = re-replication, hits mostly activators | 2.9% of 350,000 active; also: potency is read from the fitted curve at half-maximal effect; % of control where 0% means no effect; nearly all actives have a fitted effect of over 50% in size
HepG2 viability = counter-screen for TGF-b inhibitors: cytotoxicity in HepG2 cells; 0.76% of 410,000 active; AID 588856; HepG2 CAGA-GFP viability, ATP luminescence, 18 h; Potency, µM (highest dose often 46.1 µM), for inactives: at the top dose activity change, negative = cytotoxicity, hits mostly cytotoxic; also: potency is read from the fitted curve at half-maximal effect; some results filed as inactive show a strong effect at the top dose
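CellTiter-Glo luminescence gave cytotoxicity after 18 hours at 37 degrees C. The cells were HepG2 CAGA-GFP in 1% FBS DMEM, stimulated with 500 pg/mL TGF-beta after compound addition. %Activity was normalised to no-cell wells (complete cell-killing) and DMSO (no toxicity), and curves were fitted and classified.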
HT1080-NT tox = kills 2HG-producing HT-1080-NT fibrosarcoma cells; 1.6% of 360,000 active; Potency, µM (doses to about 46.1 µM), without a hit: top-dose activity, negative = less viability, usual class: cytotoxic; HT-1080-NT fibrosarcoma viability, CellTiter-Glo ATP luminescence, 48 h; AID 686970;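 also: NT is the 2HG producing partner of a matched IDH1 knockdown line; potency is read from the fitted curve at half-maximal effect; 0% = DMSO-treated cells and -100% = media-only wells without cells; nearly all actives have a fitted effect of over 55% in size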
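Viability by CellTiter-Glo luminescence after 48 h compound exposure at 37C of HT-1080-NT cells (750/well, RPMI, 5% FBS). % activity scaled between DMSO wells and medium-only wells, then curve-fitted and categorized by curve class.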
ATXN2 expr inh = ATXN2 expression inhibition; HEK-293 ATXN2-luciferase reporter, luminescence, 24 h; Potency, µM (highest dose often 57 µM), without a hit: at the top dose activity change, negative = inhibition, hits mostly inhibitors; 0.72% of 360,000 active; AID 1745845; also: potency is read from the fitted curve at half-maximal effect; % is scaled to controls: 0 for no effect and ±100 for the full control effect; nearly all actives have a fitted effect of over 55% in size
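qHTS (up to 57 uM final) was run with 24 h compound exposure of reporter cells at 37 °C. Each well was multiplexed: SteadyGlo luminescence measured ATXN2-luciferase expression after a fluorogenic Gly-Phe-AFC viability readout (25 uM final).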
Starred values were filed as active, the others as inactive; i = inactive; ? = inconclusive; . = no result given; [ ] = another dose, or the depositor's remark. Unless noted, calls follow the shape of the dose curve; as a rule, active = well fitted curve in the direction sought with a large enough effect; inconclusive = small, poorly fitted or top-dose-only effect, or another doubt; inactive = no such curve, though single readings can be large; an effect the other way counts as inactive or inconclusive.

The first 5 compounds (preview)
SMILES	ATXN viability	SW480 rereplic	IL1B secr inh	HT1080 IDH1KD tx	KB-3-1 tox	MCF10A rereplic	HepG2 viability	HT1080-NT tox	ATXN2 expr inh
CCc1ccc(-n2c(SCC(=O)c3ccc4c(c3)NC(=O)CO4)nc3ccccc3c2=O)cc1	i	1%	53	8%	21µM*	-4%	-1%	0%	-16%
Cc1ccc2nc3c(cc(C(=O)NCC4CCCO4)c(=N)n3CCCOC(C)C)c(=O)n2c1 (stereo unspecified)	.	?	-22	-5%	28%	?	-14%	0%	-14%
O=C(Nc1ccccc1C(=O)NCc1ccco1)c1ccccc1	i	0%	-13	2%	-3%	3%	-75%	2%	-1%
CCOC(=O)C1CCCN(C(=O)COc2ccc(S(=O)(=O)N3CCOCC3)cc2)C1 (stereo unspecified)	i	-9%	-75*	21%	-1%	-2%	-18%	0%	-1%
O=C(O)C1Cc2ccccc2CN1C(=O)CCl (stereo unspecified)	i	-1%	-1	25%	?	0%	-11%	17%	-19%

The listing (from the top)
SMILES	ATXN viability	SW480 rereplic	IL1B secr inh	HT1080 IDH1KD tx	KB-3-1 tox	MCF10A rereplic	HepG2 viability	HT1080-NT tox	ATXN2 expr inh
CCc1ccc(-n2c(SCC(=O)c3ccc4c(c3)NC(=O)CO4)nc3ccccc3c2=O)cc1	i	1%	53	8%	21µM*	-4%	-1%	0%	-16%
Cc1ccc2nc3c(cc(C(=O)NCC4CCCO4)c(=N)n3CCCOC(C)C)c(=O)n2c1 (stereo unspecified)	.	?	-22	-5%	28%	?	-14%	0%	-14%
O=C(Nc1ccccc1C(=O)NCc1ccco1)c1ccccc1	i	0%	-13	2%	-3%	3%	-75%	2%	-1%
CCOC(=O)C1CCCN(C(=O)COc2ccc(S(=O)(=O)N3CCOCC3)cc2)C1 (stereo unspecified)	i	-9%	-75*	21%	-1%	-2%	-18%	0%	-1%
O=C(O)C1Cc2ccccc2CN1C(=O)CCl (stereo unspecified)	i	-1%	-1	25%	?	0%	-11%	17%	-19%
CN(C(=O)c1ccc2c(c1)CCO2)C(C)(C)C	i	-1%[9.22 µM]	4	12%	0%	3%	-18%	10%	10%
CN(c1ccccc1)S(=O)(=O)c1cc(C(=O)N2CCN(c3ncccn3)CC2)ccc1Cl	i	?	?	?	?	21µM*	-15%	-6%	0%
Fc1ccccc1Nc1nc(NCc2ccco2)nc(N2CCOCC2)n1	i	?	-13	0%	10%	6%	-39%	3%	-21%
Cc1ccnc(NS(=O)(=O)c2ccc(NC(=O)c3oc4ccccc4c3C)cc2)n1	i	-2%	5	3%	-4%	7%	-1%	3%	13%
Cc1ccc(C(=O)Nc2ccccc2N2CCCC2)cc1	i	-5%	11	14%	4%	-2%	15%	17%	1%
Cc1c(C(=O)N2CCC(c3nc4ccccc4s3)CC2)oc2ccc(Cl)cc12	?	.	.	.	5%	.	2%	.	-21%
CC(=O)NC1=NN(C(C)=O)C(C)(c2ccc(C)cc2)S1 (stereo unspecified)	i	-1%	31	0%	19%	0%	3%	13%	5%
CC(=O)c1sc(NC(=O)c2cccnc2Cl)nc1C	i	?	-12	11%	-1%	?	-6%	1%	16%
Brc1ccccc1OCCNCc1ccccc1	i	-79%[inhibitor]	-80*	-3%	21%	8%	-20%	0%	6%
COc1cc(OC)nc(NC(=O)NS(=O)(=O)c2ccccc2Cl)n1	i	1%	4	8%	1%	-1%	3%	17%	5%
COc1ccc(OC)c(NC(=O)CN2C(=O)NC3(CCOc4ccccc43)C2=O)c1 (stereo unspecified)	i	-6%	-2	-3%	2%	-3%	-7%	-3%	-1%
CSc1nncn1/N=C/c1ccc([N+](=O)[O-])cc1	i	-1%	0	3%	8%	23%	6%	12%	13%
CC(=O)N/C(=C\c1ccc(C)cc1)C(=O)O	i	-34%	15	9%	-2%	-5%	13%	15%	.
O=[N+]([O-])c1ccccc1/C=N\Nc1nccs1	i	-3%	-2	1%	4%	0%	32%	7%	11%
Cc1ccc(-c2cc(Cc3ccncc3)c(=O)[nH]n2)cc1	i	0%	1	0%	-1%	1%	1%	-1%	10%

Copied from the list.
For IL1B secr inh, COc1ccc(OC)c(NC(=O)CN2C(=O)NC3(CCOc4ccccc43)C2=O)c1 (stereo unspecified) reads -2
For KB-3-1 tox, CC(=O)c1sc(NC(=O)c2cccnc2Cl)nc1C reads -1%

Back to the main list; the 3 compounds before the break are reprinted first.
SMILES	ATXN viability	SW480 rereplic	IL1B secr inh	HT1080 IDH1KD tx	KB-3-1 tox	MCF10A rereplic	HepG2 viability	HT1080-NT tox	ATXN2 expr inh
CC(=O)N/C(=C\c1ccc(C)cc1)C(=O)O	i	-34%	15	9%	-2%	-5%	13%	15%	.
O=[N+]([O-])c1ccccc1/C=N\Nc1nccs1	i	-3%	-2	1%	4%	0%	32%	7%	11%
Cc1ccc(-c2cc(Cc3ccncc3)c(=O)[nH]n2)cc1	i	0%	1	0%	-1%	1%	1%	-1%	10%
COc1ccc(OC)c(NC(=O)C(Sc2ccccc2)c2ccccc2)c1 (stereo unspecified)	i	-1%	-21	-11%	7%	7%	5%	-2%	11%
CCCCCCCn1ccc(=N)cc1	i	?	?	?	4.6µM*	?	2%	?	?
CCOc1ccc(NS(=O)(=O)c2ccc(NC(C)=O)c(OC)c2)cc1	i	-6%	11	-2%	-13%	2%	3%	5%	7%
Cc1cccnc1NC(=O)Nc1ccccc1	i	-6%	0	-4%	1%	-2%	0%	-3%	21%
Cc1nc([N+](=O)[O-])cn1CC(=O)Nc1ccc([N+](=O)[O-])cc1	i	0%	18	8%	-2%	5%	8%	8%	-2%
CN(C(=O)CCc1nc2ccccc2c(=O)[nH]1)C1CCS(=O)(=O)C1 (stereo unspecified)	i	-20%	12	3%	13%	-3%	22%	-1%[9.24 µM]	4%
CCOC(=O)c1cnn(-c2ncnc3c2cnn3C)c1N	i	-71%[inhibitor]	5	19%	16%	15%	-23%	20%	50%[activator]
COc1cc(/C=C2\SC(=O)N(c3ccccc3Cl)C2=O)cc([N+](=O)[O-])c1O	?	-4%	5	-17%	3%	?	-16%	-5%	0%
Cc1cc(N2CCN(c3ccccc3)CC2)nc(-c2ccccc2O)n1	?	-1%	8	-4%	-2%	7%	-2%	0%	-3%
Cc1[nH]c2ccccc2c1C(=O)C(=O)N1CCOCC1	i	2%	-11	-1%	18%	0%	8%	0%	0%
O=C(CNC(=O)C1CCCCC1)NNC(=O)c1ccccc1Br	i	-5%	6	2%	-5%	0%	-8%	0%	-24%
COC(=O)[C@@]12C[C@@H](CC(=O)N3CCSCC3)C(=O)N(Cc3ccc4c(c3)OCO4)C1=CCC(C)(C)C2	.	.	-22	-19%	-6%	.	.	-25%	.
Cc1ccc(C2=NN(S(C)(=O)=O)C(c3cccs3)C2)cc1 (stereo unspecified)	i	3%	-19	-1%	-21%	-5%	-24%	-1%	79%[activator]
O=C(O)CC1S/C(=N\N=C/c2ccccc2)N(c2ccc(O)cc2)C1=O (stereo unspecified)	i	4%	13	-4%	-3%	-6%	-4%	10%	5%
CCn1c(SC(C)C(=O)OC)nnc1-c1c[nH]c2ccccc12 (stereo unspecified)	i	0%	?	1%	20%	2%	-15%	-2%	4%
CC(=O)Nc1ccc(NC(=O)C2CCCN(c3nnc(-n4cccc4)s3)C2)cc1 (stereo unspecified)	i	?	0	-8%	-4%	6%	12%	-21%	4%
CC(C)(Oc1ccc(Cl)cc1)C(=O)Nc1ccc2oc(-c3ccncc3)nc2c1	i	-1%	-19	0%	-5%	13%	-3%	-2%	-36%
O=C(NCCN1CCOCC1)c1ccc(S(=O)(=O)Nc2ccccc2)cc1	i	1%	-7	-3%	1%	2%	-10%	7%	2%
CCCCn1nnnc1C(c1cc2ccccc2o1)N1CCN(c2c(C)cccc2C)CC1 (stereo unspecified)	i	.	4	16%	?	.	.	10%	14%
O=S(=O)(Nn1cnnc1)c1ccc2ccccc2c1	i	-12%	-4	9%	-13%	1%	-15%	-11%	2%
Cc1ccc(NC(=O)C(Cc2ccccc2)NC(=O)OCc2ccccc2)cc1C (stereo unspecified)	i	26%	14	-5%	6%	0%	-37%	-12%	-4%
COC(=O)c1ccc(CNC(=O)COC(=O)c2ccc(N(C)C)cc2)cc1	i	1%	7	-9%	?	17%	-2%	-16%	-35%
CCCN(CCC)C(=O)Cc1coc2ccc3ccccc3c12	i	2%	-2	-11%	-13%	0%	-18%	-14%	-12%
COc1ccccc1CCC(=O)Nc1ccc2c(c1)CN(Cc1ccc(CO)o1)CC2	i	?	i	7%	4%	32%	-20%	4%	8%
Cc1ccc(S(=O)(=O)NNC2=NS(=O)(=O)c3ccccc32)c(C)c1	i	0%	-17	2%	3%	-2%	-23%	4%	-27%
CNC(=S)Nc1ccc(-c2nc3ccc(C)cc3s2)cc1	?	?	?	2%	-2%	22µM*	-21%	?	51%[activator]
Cc1onc(-c2c(Cl)cccc2Cl)c1C(=O)NCCc1ccc(S(N)(=O)=O)cc1	i	10%	-13	-6%	11%	1%	-12%	-3%	-2%
C=CCn1c(C2CCCCC2)n[nH]c1=S	i	-6%	1	5%	0%	-4%	11%	13%	8%
CC(=O)Nc1ccc(S(=O)(=O)NCCC(=O)Nc2cccc(Cl)c2)cc1	i	-2%	19	4%	3%	1%	-39%	10%	-19%
O=C(O)c1ccc(NS(=O)(=O)c2cccc3cccnc23)cc1	i	2%	10	7%	11%	1%	4%	0%	0%

From PubChem BioAssay
